CCT chaperon mod: modulators of cytosolic chaperonin (CCT/TRiC) activity; activity change, % (test concentration not listed), hits read low; purified chaperonin ATPase assay, HTRF ADP detection, 30 min; hit rate 0.3% among 360,000; in the data active = activity change below about -30%; note: % is set by controls: 0 for no effect and ±100 for the full control effect
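Nucleotide hydrolysis assay: TRiC at 20–40 nM final (set by batch activity) with 10 uM ATP, 30 min at 37 °C, in presence of 76 uM compound. Detection by competitive ADP HTRF, 30 min ambient.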
EPAC2 ag: activates human EPAC2 exchange factor; EPAC2 activation, biochemical qHTS; response scale: 100% = 6.5 mM cAMP response; Potency, µM (highest dose often 154 µM), without a hit: at the top dose activation, usual class: activators; hit rate 0.079% among 360,000; note: potency is the fitted concentration of half-maximal effect; nearly all actives have a fitted effect of over 50% in size
Target sequence (Q8WZA2 whole entry, looked up): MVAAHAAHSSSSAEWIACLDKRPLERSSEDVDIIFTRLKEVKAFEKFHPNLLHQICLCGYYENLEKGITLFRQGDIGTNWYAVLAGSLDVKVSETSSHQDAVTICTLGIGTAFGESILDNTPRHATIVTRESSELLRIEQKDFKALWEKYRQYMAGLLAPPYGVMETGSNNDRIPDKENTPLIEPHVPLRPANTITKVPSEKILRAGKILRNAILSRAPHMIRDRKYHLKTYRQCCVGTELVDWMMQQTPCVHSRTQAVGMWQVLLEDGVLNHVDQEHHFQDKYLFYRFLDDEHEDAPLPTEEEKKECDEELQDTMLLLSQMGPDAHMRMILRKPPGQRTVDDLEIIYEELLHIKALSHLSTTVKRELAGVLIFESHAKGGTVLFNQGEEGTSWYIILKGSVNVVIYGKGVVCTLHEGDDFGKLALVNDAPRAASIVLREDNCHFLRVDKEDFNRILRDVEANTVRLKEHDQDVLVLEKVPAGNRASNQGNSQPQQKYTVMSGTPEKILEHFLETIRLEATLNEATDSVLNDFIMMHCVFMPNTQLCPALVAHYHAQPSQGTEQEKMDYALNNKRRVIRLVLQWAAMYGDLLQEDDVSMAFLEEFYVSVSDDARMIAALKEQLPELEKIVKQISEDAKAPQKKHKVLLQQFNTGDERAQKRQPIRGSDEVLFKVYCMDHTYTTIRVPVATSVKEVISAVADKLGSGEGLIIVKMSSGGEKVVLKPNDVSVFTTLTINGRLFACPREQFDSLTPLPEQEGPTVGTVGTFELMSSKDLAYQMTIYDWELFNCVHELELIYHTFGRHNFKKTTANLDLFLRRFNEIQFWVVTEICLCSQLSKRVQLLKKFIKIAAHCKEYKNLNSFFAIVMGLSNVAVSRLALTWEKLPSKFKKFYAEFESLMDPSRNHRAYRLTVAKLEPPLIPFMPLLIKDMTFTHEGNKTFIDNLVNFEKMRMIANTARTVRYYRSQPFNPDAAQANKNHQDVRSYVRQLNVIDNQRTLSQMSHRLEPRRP
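EPAC2 (100 nM) mixed with Rap1B loaded with BODIPY-GDP (250 nM) plus 50 uM unlabeled GDP; compounds pinned in, 5 min RT, then read every 5 min for 30 min (ex 480, em 540 nm). Normalized to cAMP control.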
DRD3 antagonist: antagonists of human D3 dopamine receptor | D3R cells, DiscoveRx beta-arrestin luminescence, antagonist mode; hits give low values | max response, negative = inhibition, % | hit rate 2.5% among 360,000; in the data active = max response below about -50%; inconclusive = no clear call, values can overlap the other calls; note: % is set by controls: 0 for no effect and ±100 for the full control effect; mostly tested at two doses, the higher about 12 µM
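Cells plated overnight at 1500 cells/well, then exposed to library compounds with dopamine controls for 90 minutes at 37 degrees C. DiscoveRx reagent added for 30–60 minutes at room temperature; luminescence read, quantitative HTS format.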
EPAC2 antag: EPAC2 (human) antagonism | AID 720708 | Q8WZA2 | EPAC2 GEF exchange of Rap1B-BODIPY-GDP, fluorescence | Potency, µM (titrated, usually from 114 µM), for inactives: at the top dose activity, negative = inhibition, actives largely listed as inhibitors | hit rate 0.18% among 360,000; note: potency is the fitted concentration of half-maximal effect; % is set by controls: 0 for no effect and ±100 for the full control effect; nearly all actives have a fitted effect of over 45% in size; many of its hits are not listed in these tables
Akt phos inh: inhibitors of Akt phosphorylation | Neuro2A IGF-stimulated pAkt S473 HTRF, 20 min; hits give low values | activity change, % for hits at 50 µM | hit rate 0.32% among 360,000 | AID 651550; in the data active = activity change below about -80%; inconclusive = mostly about -51% to -80%; note: % is set by controls: 0 for no effect and ±100 for the full control effect
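Neuro2A cells in DMEM with 0.5% FBS, overnight at 37 deg C, given compound at single 50 µM final, then IGF (6 nM final) for 20 min at 37 deg C. Lysed; phospho-Akt Ser473 by HTRF after 24 h, 665/615 ratio.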
MmCpn inh: blocks the Methanococcus maripaludis chaperonin Mm-Cpn; hit rate 0.031% among 330,000; purified Mm-Cpn ATPase, ADP Transcreener TR-FRET; Potency, µM (top dose mostly 76.9 µM), without a hit: top-dose activity, negative = inhibition, most hits filed as inhibitors; note: potency is the fitted concentration of half-maximal effect; % is set by controls: 0 for no effect and ±100 for the full control effect; nearly all actives have a fitted effect of over 80% in size
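ATPase turnover read by TR-FRET ADP competition (Eu cryptate antibody/ADP-d2, 665/590 nm): 10uM ATP final, 25nM Mm-CPN final, 30 min 37degC after 10-min compound preincubation, pH 7.4 Tris/KCl/MgCl2/DTT buffer.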
PTHR1 agonist: activates the human parathyroid hormone receptor PTHR1; Q03431; HEK293 GP2 PTHR1 cells, GloSensor cAMP luminescence, 1 h; Potency, µM (doses to about 115 µM), without a hit: top-dose activation, actives largely listed as activators; hit rate 0.075% among 410,000; AID 743266; note: potency is the fitted concentration of half-maximal effect; nearly all actives have a fitted effect of over 55% in size; some results filed as inactive show a strong effect at the top dose; inactives centre near -15; many of its hits are not listed in these tables
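HEK-293-derived GP2 cells expressing PTHR1 and a GloSensor cAMP reporter, 3,000/well, plated overnight, given luciferin plus IBMX (each 0.5 mM as added) for 1 h at 37 °C, then compound for 1 h at 37 °C. Luminescence was read after 15 min at room temperature.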
DRD3 agonist: agonists of human D3 dopamine receptor | max activation, % | hit rate 0.58% among 410,000 | P35462 | D3R DiscoveRx beta-arrestin cells, luminescence, 90 min; in the data active = max activation above about 30%; note: 0% is about no effect; mostly tested at two doses, the higher about 12 µM
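Agonist mode: compounds and dopamine controls were applied to plated cells for 90 min at 37 degrees C after an overnight attachment at 1500 cells/well. Luminescent read-out followed 30 - 60 minutes at room temperature with DiscoveRx detection reagent.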
An asterisk follows results filed as active; i = inactive; u = inconclusive; x = no result given; [ ] = remark or other dose. Unless noted, calls come from the whole dose curve; as a rule, active = well fitted curve in the direction sought with a large enough effect; inconclusive = small, poorly fitted or top-dose-only effect, or another doubt; inactive = no such curve, though single readings can be large; an effect the other way counts as inactive or inconclusive. These rows are one share of the data; count on the stated rates, not on these rows.

Below each SMILES – Akt phos inh | MmCpn inh | EPAC2 antag | DRD3 agonist | EPAC2 ag | CCT chaperon mod | DRD3 antagonist | PTHR1 agonist
COCC(C)n1c(C)cc(C(=O)COc2ccc(C)nc2[N+](=O)[O-])c1C (stereo not given)
→ i | 3.8% | -4.4% | 2.4 | 10.5% | 0.6 | 18.3 | i
CCN(CC)S(=O)(=O)c1ccc2c(c1)c(=O)c(C(=O)NCc1ccco1)cn2C
→ i | 0.2% | -22.1% | 0.3 | -4.0% | -0.3 | 27.9 | -16.0%
COCC(C)NC(=S)N1CCN(c2ccccc2Cl)CC1 (stereo not given)
→ i | 0.6% | 1.6% | 3.7 | 12.1% | 0.3 | 3.2 | i
CCCCSC(=S)N(C)C1CCS(=O)(=O)C1 (stereo not given)
→ i | 0.1% | -5.8% | -15.0 | 8.7% | -1.6 | u | -17.8%
COc1cc(C(=O)NCCCNc2nc3cc(C)c(C)cc3cc2C#N)cc(OC)c1OC
→ i | -0.8% | -0.1% | 6.8 | -0.9% | -1.1 | 9.6 | -0.6%
N#Cc1ccc(Nc2nc(NCc3ccccc3)nc3ccsc23)cc1
→ i | x | 11.8% | 3.2 | 13.5% | 0.2 | 2.3 | -4.1%
Cc1cccc(N(Cc2cc(=O)[nH]c3ccccc23)C(=O)C(C)C)c1
→ i | -1.6% | -14.4% | 5.5 | -7.2% | 0.3 | 23.8 | -57.8%[inhibitor]
COCC(C)n1c(C)cc(C(=O)CSc2nnnn2-c2ccc(O)cc2)c1C (stereo not given)
→ i | 1.1% | -8.6% | -0.4 | 5.1% | 0.6 | -14.0 | -12.9%
Cc1ccccc1[C@@H]1C(C#N)=C(N)S[C@H]1C(=O)c1ccccc1
→ i | -4.0% | -0.7% | -5.6 | 21.8% | -0.1 | 20.9 | i
COc1cc(CNc2nc(C)c([N+](=O)[O-])c(C)c2C#N)cc(OC)c1
→ i | -0.2% | -6.5% | 0.6 | 10.7% | -4.2 | -13.7 | i
COC(=O)c1ccc(C(=O)OC)c(NC(=O)CN2CCC(C)CC2)c1
→ i | 0.9% | 0.1% | 1.5 | -6.8% | -4.7 | 11.2 | i
O=C(Nc1c(C(=O)O)oc2ccc(Br)cc12)c1ccccc1
→ i | 0.1% | -26.2% | 3.3 | 6.7% | 2.2 | 15.5 | i
Cc1ccc(F)cc1NC(=O)c1ccc2c(c1)OCO2
→ i | -2.3% | 5.6% | 3.4 | 3.1% | 0.0 | -16.4 | -0.4%[57.5 µM]
O=C(NCCCN1CCOCC1)c1ccc(CS(=O)(=O)c2c(Cl)cccc2Cl)o1
→ i | 2.2% | 10.3% | 5.8 | 5.9% | 1.3 | 2.1 | -10.8%
C[C@@H]1CN([C@H](C)CO)C(=O)c2cc(-c3ccc(C#N)cc3)cnc2O[C@H]1CN(C)C(=O)c1ccccc1
→ i | x | 3.2% | 5.3 | -0.6% | -0.8 | -2.2 | -8.4%
N#CC(c1ccccc1O)N1N=C(c2ccccc2)CC1c1ccccc1 (stereo not given)
→ i | -2.0% | -14.3% | 4.3 | 20.2% | 0.9 | 2.2 | -27.4%
Cc1ccc(N(CC(N)=O)C2SC(=O)N(Cc3cccc(C(=O)O)c3)C2=O)cc1 (stereo not given)
→ i | 0.0% | -1.7% | -2.3 | 3.5% | -2.1 | 0.0 | -2.3%[57.5 µM]
CC1CCCCN1S(=O)(=O)c1ccc(S(=O)(=O)NCCc2ccncc2)cc1 (stereo not given)
→ i | 2.3% | 4.0% | 9.0 | 6.8% | 1.0 | -19.2 | i
O=C(COC(=O)c1cc(Cl)ccc1Cl)NCCN1C(=O)CSC1=O
→ i | -1.6% | 14.0% | 1.0 | 3.8% | -2.5 | 5.9 | i
CCOc1ccc(NC(=S)NC23CN4CN(CN(C4)C2)C3)cc1
→ i | 0.0% | -2.6% | 0.9 | 1.9% | -0.7 | 5.6 | -20.8%
CC1CCCCC1NC(=O)COC(=O)c1ccc(S(=O)(=O)N2CCOCC2)cc1 (stereo not given)
→ i | 1.5% | -0.1% | 0.1 | -9.5% | 4.0 | 7.5 | 2.2%[57.5 µM]
CC[n+]1c(/C=C/C=C/N(C(C)=O)c2ccccc2)sc2ccccc21
→ i | 0.7% | 91.7%[activator] | -10.6 | 100µM* | -1.2 | -6.3 | -13.5%[57.5 µM]
COc1ccc(/C=C2\NC(=S)N(CC3CCCO3)C2=O)c(OC)c1C (stereo not given)
→ i | -0.5% | -11.9% | 0.9 | 18.4% | -1.9 | 5.4 | -44.7%[inhibitor]
CC(C)CCN(C(=O)Cc1ccc(Cl)c(Cl)c1)c1c(N)n(Cc2ccccc2)c(=O)[nH]c1=O
→ i | 0.4% | 1.0% | -13.5 | -12.9% | -5.5 | -72.2* | -38.3%[inhibitor]
COc1cc(CNc2ncnc3c2ncn3[C@H]2CN(Cc3cc(OC)c(OC)c(OC)c3)C[C@@H](CO)O2)cc(OC)c1OC
→ i | x | 9.3% | -2.2 | 5.7% | -0.7 | 0.0 | -23.9%
COc1ccc(CCNS(=O)(=O)c2cn(C)c(=O)n(C)c2=O)cc1OC
→ i | 0.5% | -15.5% | 0.0 | 6.6% | -1.4 | -0.9 | i
O=C(CSc1ncccn1)NCc1ccccc1Cl
→ i | u | -4.0% | -2.6 | 7.6% | -3.9 | -7.9 | -16.4%
Cc1ccc(Nc2ncccc2C(N)=O)cc1[N+](=O)[O-]
→ i | -2.5% | 3.5% | 6.6 | 1.6% | -0.1 | -17.9 | -13.5%
Cc1nn(Cc2ccccc2)c(C)c1C(=O)OCC(=O)c1cc(C)n(CC(F)(F)F)c1C
→ i | -0.8% | 3.7% | -7.8 | 5.0% | 1.4 | -14.3 | -8.0%[57.5 µM]
COc1cc(C(=O)OCC(=O)Nc2sccc2C(N)=O)cc(OC)c1OC
→ i | -8.3% | 7.6% | 15.2 | 7.2% | -2.1 | 54.5 | -4.2%
COC(=O)c1ccc(N2CCN(S(=O)(=O)c3ccc4ccccc4c3)CC2)c([N+](=O)[O-])c1
→ i | -0.1% | -9.6% | -3.4 | 13.9% | -1.3 | 6.3 | -70.3%[inhibitor]
COc1ccccc1-c1ccc2c(c1)O[C@@H](CN(C)C(=O)Nc1cccc(F)c1)[C@H](C)CN([C@H](C)CO)S2(=O)=O
→ i | x | -12.6% | 0.6 | -0.6% | -1.1 | 11.5 | i
C/C(=N\NC(=O)Cc1ccc(Cl)cc1)c1ccccc1O
→ i | -0.2% | 9.3% | -17.2 | -5.8% | -0.5 | -7.7 | -15.9%
Oc1ccc2ccc3cccc[n+]3c2c1
→ i | x | 77.7%[activator] | -2.3 | 100µM* | 1.4 | -9.7 | i
COc1ccccc1NC(=O)Nc1c(C)n(C)n(-c2ccccc2)c1=O
→ i | 2.4% | 14.0% | 0.0 | 3.4% | -0.4 | -16.1 | i
Cn1c(CN2CCCC2)c(C#N)c2ccccc21
→ i | 0.2% | -1.0%[57.1 µM] | -12.4 | 5.8% | 0.9 | -86.0* | -0.5%
Cc1cc(NC(=O)c2cc(-c3cccc(Cl)c3)on2)no1
→ i | -11.5% | 11.9% | 6.3 | 2.5% | 0.2 | 22.2 | i
Cc1ccc(S(=O)(=O)N2CCCC2CNC(=O)C(=O)NCc2ccccn2)cc1 (stereo not given)
→ i | -1.6% | 1.5% | -3.2 | 7.1% | -1.1 | 3.4 | i
CN1C(CC(=O)Nc2ccc(Cl)cc2Cl)c2ccccc2CC1(C)C (stereo not given)
→ i | -1.0% | -23.4% | -5.5 | 15.9% | -0.7 | 6.6 | -14.4%
COc1ccc(OC)c(NC(=O)c2ccc(Cl)cc2)c1
→ i | 1.2% | -24.2% | -8.4 | 7.7% | -2.0 | -18.4 | i
COC(=O)c1ccc2c(C)c(C3(O)CCCCC3)[nH]c2c1
→ i | -1.0% | -15.8% | 15.0 | 3.3% | 2.2 | 32.1 | -14.5%
COc1ccc(Cl)cc1NC(=S)N(Cc1ccccc1C)CC1CCC(C(=O)O)CC1 (stereo not given)
→ i | 3.2% | -19.5% | -5.3 | 4.1% | 1.0 | -3.5 | -6.5%
O=C(CSCCO)N1CCc2ccccc21
→ i | 2.3% | 14.2% | 8.8 | 1.2% | -2.7 | 1.1 | -1.0%[57.5 µM]
CNC(=S)N1CCN(C(=O)C2CCCO2)CC1 (stereo not given)
→ i | -1.3% | 4.4% | 5.9 | -2.6% | -0.9 | 7.1 | -12.1%
C=CCn1nc2n(c1=O)-c1ccccc1SC2
→ i | 1.3% | -0.2% | -8.7 | 5.4% | 1.4 | 10.5 | -14.0%
O=C(NCCc1ccccc1)c1ccc2c(c1)N(Cc1ccccc1)CCS2
→ i | -8.7% | -7.3% | 1.5 | 5.7% | 2.1 | 15.0 | i
C=CCNC(=O)c1ccc(CN2CCC(Cc3ccccc3)CC2)cc1
→ i | 1.1% | 7.0% | -25.7 | 6.5% | 0.4 | u | -37.4%[inhibitor]
CC(C)CNC(=O)c1cc(-c2ccc(Br)cc2)on1
→ i | -1.5% | -2.4% | -22.4 | -4.8% | -1.5 | 16.8 | -0.2%[57.5 µM]
CN1CCN(S(=O)(=O)c2cccc(C(=O)NC3CCCC3)c2)CC1
→ i | -1.1% | 0.9% | 4.6 | 6.7% | -0.3 | 11.3 | -1.6%
O=C(NCCNc1cc(Cl)ccc1[N+](=O)[O-])c1ccco1
→ i | -0.3% | -1.6% | -2.4 | 9.4% | -3.6 | 2.9 | i
O=C1c2ccccc2NC(c2cn[nH]c2-c2ccccc2)N1O (stereo not given)
→ i | 1.1% | 1.3% | 10.4 | 3.7% | -4.0 | 2.7 | -1.9%
S=c1[nH]nc(-c2cc(-c3ccccc3)n[nH]2)n1/N=C/c1c2ccccc2cc2ccccc12
→ i | 1.6% | 1.4% | 2.3 | 9.6% | -2.6 | -26.6 | i
COc1ccc(S(=O)(=O)N2CCC3(CC2)CC(=O)c2ccccc2O3)cc1
→ i | -1.0% | -4.0% | 3.2 | 5.2% | 0.1 | -13.6 | -37.8%[inhibitor]
CCOC(=O)/C=C1\CN(Cc2ccc(OC)cc2)S(=O)(=O)c2ccccc21
→ i | 0.5% | -18.3% | -12.6 | 8.9% | -0.7 | -11.2 | i

Compound activity from PubChem BioAssay.
